Compound activity (PubChem BioAssay)
HIF-2a block – HIF-2a reporter inhibitors, primary screen, luminescence, 786-0 RCC cells | inhibition, % at 18.8 µM | 786-0 RCC cells HIF-2a reporter, luciferase luminescence, overnight | AID 624352, 2012 | 0.72% of 360,000 active;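 active = inhibition of the luminescence signal of 40% or more relative to plate controls, in a single-dose primary screen at 18.75 µM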
TWEAK-Fn14 inh – inhibitors of TWEAK-Fn14 signaling, primary screen, luciferase reporter cells, uHTS | TWEAK-stimulated Fn14 reporter cells, luciferase luminescence, 8 h | inhibition, % at 10 µM | 2% of 360,000 active | AID 1159606, 2016; in the data active = inhibition above about 50%
Peg3 promoter – Peg3 promoter-driven luciferase inhibitors, primary screen, cell-based, HeLa, luciferase luminescence; HeLa PEG-Prom luciferase reporter, overnight; inhibition, % at 20 µM; 1.7% of 360,000 active; AID 588405, 2011;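 active = inhibition of at least 50% at 20 µM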
KKLEB cytotox – cytotoxicity in KKLEB CF airway cells, primary screen, cytotoxicity control for CF NF-kB inhibitor project, cell-based, uHTS, fluorescence assay plates; KKLEB CF airway cells viability, ATPlite luminescence, overnight; stronger effect = lower value; cells stimulated with P. aeruginosa culture filtrate; activity change (cytotoxicity), % at 5 µM; 0.36% of 360,000 active; AID 602141, 2011;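 active = corrected activity change at or below -50% at 5 µM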
TRPM1 prom inh – inhibitors of MITF-dependent TRPM1 promoter reporter, primary screen, cell-based, SK-MEL-5, single point, luciferase; SK-MEL-5 TRPM1 promoter luciferase, 24 h; inhibition, % at 12.5 µM; 0.83% of 330,000 active; AID 488899, 2010;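 active = mean inhibition across replicates of 60% or more, whatever share of single replicates reaches that level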; also: values of inactives mirror those of a sister screen read the other way
aDG glyco act – activators of alpha-DG glycosylation, primary screen, uHTS, Pro5-aDG cells, AlphaScreen; alpha-DG glycosylation AlphaScreen (IIH6); 0% Pro5, 100% B10-LARGE cell signal; activation, % at 10 µM; 0.22% of 360,000 active;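 active = activation of at least 8% versus controls, or a plate z-score of at least 8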;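 also: Pro5 are CHO cells carrying HIG-tagged alpha-DG that lacks glycosylation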
CF NFkB inh – inhibitors of PAF-induced NF-kB signaling, primary screen, cell-based, GFP fluorescence, uHTS | KKLEB NF-kB-GFP reporter, GFP fluorescence overnight | AID 588850, 2011 | inhibition, % at 5 µM | 0.86% of 360,000 active;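 active = at least 50% inhibition at 5 µM, scaled per plate between neutral and stimulator controls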;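 also: PAF is a Pseudomonas aeruginosa culture filtrate used as stimulus; plate controls were PAF-stimulated DMSO wells for no effect and unstimulated DMSO wells for full effect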
NR2E3 ag-1 – inhibitors of NR2E3-RetCOR corepressor binding, primary screen, NR2E3 agonist project, biochemical, TR-FRET, GST-NR2E3, biotin-RetCOR; Photoreceptor-specific nuclear receptor (Homo sapiens), Q9Y5X4; 1536-well; inhibition of corepressor binding, % at 4.78 µM; 0.12% of 320,000 active; AID 2300, 2010;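 active = percent inhibition above the cutoff of mean plus 3 SD of all tested compounds, set per screening campaign, cut at about 20% in these data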;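 also: 0% = DMSO wells and 100% = biotin wells as full block of FRET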
Target sequence (Q9Y5X4 whole entry, looked up): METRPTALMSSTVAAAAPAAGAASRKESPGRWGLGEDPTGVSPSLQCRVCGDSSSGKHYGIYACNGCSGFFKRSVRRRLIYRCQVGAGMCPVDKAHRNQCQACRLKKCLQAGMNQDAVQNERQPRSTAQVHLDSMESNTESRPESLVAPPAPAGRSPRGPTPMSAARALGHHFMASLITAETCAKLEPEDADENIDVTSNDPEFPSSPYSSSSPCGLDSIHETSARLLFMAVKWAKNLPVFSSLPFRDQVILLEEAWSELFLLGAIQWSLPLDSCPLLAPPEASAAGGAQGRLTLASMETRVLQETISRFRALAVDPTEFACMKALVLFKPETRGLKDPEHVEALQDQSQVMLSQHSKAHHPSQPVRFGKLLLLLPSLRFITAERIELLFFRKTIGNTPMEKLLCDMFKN
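Assay system: NR2E3–RetCOR corepressor complex. Quantity: 1.35 nM GST-NR2E3. Buffer or medium: pH 7.5 Tris-based buffer. Reagent: biotinylated RetCOR corepressor at 7 nM final. Schedule: 5 h at 4 °C. Detection: TR-FRET, emission read at 617 and 671 nm. Replicates: one well per compound, singlicate testing.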
Shn3 3UTR inh – reduction of Shn3 3'UTR firefly luciferase signal, primary screen, Schnurri-3 inhibitor project, cell-based, Clone20 osteoblasts, set 2; Clone20 osteoblast Shn3 3'UTR firefly luciferase, 24 h; inhibition, % at 12.5 µM; 0.52% of 360,000 active; AID 588674, 2011;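 active = mean inhibition of at least 75% with every replicate also reaching 75%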;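 also: 0% = median of neutral control wells and 100% = pilot-screen positive control compound; some compounds past the cut are filed as inactive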
iPSC survival up – enhancers of single-cell hiPSC survival, primary screen, ATPlite luminescence | 100% = ROCK inhibitor wells, 0% = DMSO | survival enhancement, % at 20 µM | 0.044% of 360,000 active | AID 602274, 2012; in the data active = survival enhancement above about 18%;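 also: cells exposed to compounds for 16 hours before the ATP read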
NR2E3 ag-2 – NR2E3 agonists in two-hybrid cells, primary screen, cell-based, luminescence, CHO-S, Gal4-NCOR/VP16-NR2E3; inhibition of corepressor binding, % at 3.98 µM; luciferase; AID 602229, 2012; 0.35% of 360,000 active; Photoreceptor-specific nuclear receptor (Homo sapiens), Q9Y5X4;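 active = inhibition above the mean of all tested compounds plus 3 SD, cut at about 70% in these data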;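 also: 0% = DMSO with NR2E3 transfected cells and 100% = cells lacking NR2E3 construct; higher means lower luciferase signal from less NR2E3 corepressor binding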
An asterisk follows results filed as active; . = not tested or not shown.

SMILES	HIF-2a block	TWEAK-Fn14 inh	Peg3 promoter	KKLEB cytotox	TRPM1 prom inh	aDG glyco act	CF NFkB inh	NR2E3 ag-1	Shn3 3UTR inh	iPSC survival up	NR2E3 ag-2
O=C1NC(=Nc2cccnc2)S/C1=C\c1cccc(F)c1	-37	2	-17	-16	-12	0.0	22	7	-19	0.8	-1
CC1CCCC(NC(=S)NC(=O)c2ccco2)C1C (stereo not drawn)	-33	7	6	-2	5	0.1	2	.	2	-0.5	2
CCCNC(=O)CN1CCN(c2cc3ccccc3c(Cl)n2)CC1	5	-3	-3	-8	4	0.3	-2	-1	16	0.0	5
CC(C)C(c1nnnn1C(C)(C)C)N1CCOCC1 (stereo not drawn)	13	15	19	4	7	-0.2	-9	1	2	-2.1	5
COc1ccc(-c2nnn(CC(=O)NCc3ccc4c(c3)OCO4)n2)cc1OC	1	-26	11	1	-8	0.6	-10	4	-3	-0.3	13
COc1cccc(NC(=O)C(=O)N/N=C/c2ccc3c(c2)OCO3)c1	-33	-13	-40	-9	1	0.1	-2	-1	-8	-0.4	-39
O=C(O)c1cc(-c2cccs2)nc2ccc(F)cc12	12	6	11	-2	17	0.2	2	5	11	-0.7	-18
COc1ccc(CN2CCNC(=O)C2CC(=O)O)cc1OC (stereo not drawn)	-4	7	7	-10	14	0.2	2	1	12	1.6	10
COc1ccc(-c2[nH]ncc2N=Nc2cc(C)cc(C)c2)cc1	-7	14	37	1	25	-0.5	18	1	2	0.6	-39
Cc1nn(CC(=O)NCC(C)c2ccccc2)c(=O)c2cc(-c3ccccc3)nn12 (stereo not drawn)	-4	16	24	2	8	0.2	-10	-5	7	1.1	10
COc1ccc(NC(=S)NC(=O)/C=C/c2cccs2)cc1	-104	14	-70	8	1	-0.5	-2	1	6	-0.6	7
CC(NC(=O)/C(=C/c1ccc2c(c1)OCO2)NC(=O)c1cccc([N+](=O)[O-])c1)C(=O)O (stereo not drawn)	12	4	4	-3	1	0.2	7	0	-42	-0.5	2
O=C(NCc1ccccc1)c1c(Cl)nc(Cl)c(Cl)c1Cl	37	93*	102*	-33	77*	0.1	27	0	-4	1.3	11
Oc1ccc(C=Nc2ccc(N3CCOCC3)cc2)c(O)c1	4	28	2	2	20	-0.4	8	1	-63	1.9	-13
CC1CCCC(NC(=O)COC(=O)c2cc3ccccc3oc2=O)C1C (stereo not drawn)	-199	-22	-255	3	-59	0.1	-6	.	-47	0.4	-27
Cn1c2c(c(=O)n(C)c1=O)C(c1ccc(C(F)(F)F)cc1)CC(=O)N2 (stereo not drawn)	-2	7	1	-3	5	0.1	7	0	16	9.0	-26
C=CCn1cc(C(=O)OC)c(=O)c2cc(S(=O)(=O)N3CCC(C)CC3)ccc21	26	-10	30	-4	1	-0.1	-1	5	-12	-0.9	17
CCOC(=O)Cn1nnnc1C(C(C)C)N(Cc1cc2c(C)cc(C)cc2[nH]c1=O)C1CCCC1 (stereo not drawn)	9	10	14	12	-9	0.2	-17	2	.	-3.6	-29
Cc1noc(C)c1CSCC(=O)OCC(=O)NC1CCCCC1	15	-3	4	8	6	0.0	1	4	-3	0.7	-10
CC(C)COC(=O)N1CCCCC1c1cc(C(=O)NCc2ccc(F)cc2)no1 (stereo not drawn)	18	2	10	2	.	-0.2	4	.	3	2.2	-26
NC(=O)C1CCN(c2nc(-c3cccc(Cl)c3)cs2)CC1	-150	-18	-358	-3	-40	0.0	0	.	-45	-2.5	-147
CCO[C@@H]1OC(C(=O)NCc2nc3ccccc3[nH]2)=C[C@H](C)[C@H]1CCCO	7	16	7	-11	-2	0.0	-4	-1	-12	1.4	-10
CCn1c2ccccc2c2cc(NC(=O)c3cccc(OC)c3)ccc21	-219	-41	-136	3	-16	0.5	-14	2	-55	0.3	-69
COc1ccccc1-c1c(C)oc2cc(OCC(=O)OCc3ccccc3)ccc2c1=O	22	-49	12	-5	7	-0.2	-6	-2	-26	0.1	17
CC(=O)N1N=C(c2cccs2)CC1c1cccc([N+](=O)[O-])c1 (stereo not drawn)	6	10	12	-10	-9	0.1	3	4	10	-0.8	-34
C=CCN(c1ccccc1C(=O)O)S(=O)(=O)/C=C/c1ccccc1	21	-11	-10	-4	9	1.4	-23	1	5	-0.7	-5
O=C(CSCc1c(Cl)cccc1Cl)N1CCOCC1	3	2	0	5	1	0.0	8	3	10	0.5	-10
O=C(C(=O)N1CCOCC1)c1cn(CCOc2ccccc2)c2ccccc12	15	7	15	-19	12	3.5	3	0	-5	-0.2	8
CC(C)(C)C1CCc2c(sc3c2C(=O)NC(c2ccco2)N3)C1 (stereo not drawn)	-183	14	-174	6	-94	-0.3	-6	2	-9	-3.0	-28
CC(Sc1ccccc1)C(=O)N1CCN(S(=O)(=O)c2cccc(Br)c2)CC1 (stereo not drawn)	10	-1	0	-4	6	0.0	-15	0	4	1.2	-3

Copied from above, two compounds:
SMILES	HIF-2a block	TWEAK-Fn14 inh	Peg3 promoter	KKLEB cytotox	TRPM1 prom inh	aDG glyco act	CF NFkB inh	NR2E3 ag-1	Shn3 3UTR inh	iPSC survival up	NR2E3 ag-2
O=C(C(=O)N1CCOCC1)c1cn(CCOc2ccccc2)c2ccccc12	15	7	15	-19	12	3.5	3	0	-5	-0.2	8
CC(C)(C)C1CCc2c(sc3c2C(=O)NC(c2ccco2)N3)C1 (stereo not drawn)	-183	14	-174	6	-94	-0.3	-6	2	-9	-3.0	-28

Individual results from the list.
`Oc1ccc(C=Nc2ccc(N3CCOCC3)cc2)c(O)c1` – TRPM1 prom inh: 20
`CC(Sc1ccccc1)C(=O)N1CCN(S(=O)(=O)c2cccc(Br)c2)CC1` (stereo not drawn) – TRPM1 prom inh: 6
`COc1ccc(-c2nnn(CC(=O)NCc3ccc4c(c3)OCO4)n2)cc1OC` – CF NFkB inh: -10

(cont.)
SMILES	HIF-2a block	TWEAK-Fn14 inh	Peg3 promoter	KKLEB cytotox	TRPM1 prom inh	aDG glyco act	CF NFkB inh	NR2E3 ag-1	Shn3 3UTR inh	iPSC survival up	NR2E3 ag-2
CC(=O)NCC(=O)N(C)C(C(=O)Nc1ccc2c(c1)OCCO2)c1ccc(C)cc1 (stereo not drawn)	13	7	-7	5	-9	0.1	-12	0	-8	0.7	-6
COCCN1C(=O)C(=O)/C(=C(/O)c2ccc(S(=O)(=O)N3CCCCC3)cc2)C1c1ccc(O)c(OC)c1 (stereo not drawn)	8	-1	11	9	-2	0.3	9	2	-8	0.7	7
CCOC(=O)CSC1=C(C#N)C(c2sccc2C)C(C(C)=O)=C(C)N1 (stereo not drawn)	-6	-5	10	4	-8	0.2	-1	1	0	-0.8	-14
COc1ccc(C)cc1COC(=O)c1[nH]c(C)c(C(C)=O)c1C	-20	28	4	-13	-3	0.6	-70	-2	30	-0.5	18
O=C(O)c1ccccc1C(=O)Nc1ccc(Br)c2cccnc12	-2	9	-5	-3	6	-0.1	2	-3	18	0.1	34
Cc1cnc(NC(=O)c2sc(Nc3ccccc3)nc2N)o1	-226	-8	-223	19	-60	0.0	-13	0	.	0.9	-83
COc1ccc(S(=O)(=O)N2Cc3ccccc3CC2C(=O)O)cc1 (stereo not drawn)	8	4	10	14	8	-0.1	-3	2	7	0.3	-9
COCc1cc(=O)[nH]c2cc(NC(=O)c3cccc(OC)c3)c(C)cc12	14	12	18	2	-32	0.0	11	0	6	-0.2	-29
CC(OC(=O)c1ccc(Cl)cc1)C(=O)NCc1ccc2c(c1)OCO2 (stereo not drawn)	8	-7	5	2	0	0.3	-7	3	-1	0.5	-9
CN(CC(=O)NCc1ccc(F)cc1)CC(=O)Nc1ccc(Cl)c(C(F)(F)F)c1	-10	2	22	-15	-5	1.0	3	1	42	-0.4	94*
C/C(=N\NC(=O)C(O)c1ccccc1)c1ccc(C)s1 (stereo not drawn)	-3	18	3	-2	-9	-0.1	5	3	4	0.4	25
Cc1cccc(NC(=O)Nc2ccccc2)n1	-151	39	-220	3	-7	-0.1	-26	-2	-63	-0.2	-62
O=C(N/N=C/c1ccoc1)c1cc(Br)ccc1O	-52	-4	-30	-8	6	0.2	15	0	-6	0.5	-36
CN(C)c1nc(N2CCOCC2)nc(N(c2ccccc2)c2ccccc2)n1	5	-8	-3	8	-5	-0.2	-7	.	-21	-0.7	-29
CC(=O)Oc1ccc2c(=O)oc(-c3ccccc3)nc2c1	-2	2	2	-12	2	0.0	-16	-4	-1	-0.1	7
COCCn1c(SCC(=O)NCc2ccco2)nc2cccnc21	-4	2	-4	2	12	-0.2	-8	-2	3	-1.9	-16
COc1ccc(NC(=O)CSCC(=O)Nc2sccc2C#N)cc1	-6	7	-7	-8	18	1.7	-1	-1	-8	-0.2	-8
Cc1ccccc1CN1CCNC(=O)C1CC(=O)NC1CCCCCCC1 (stereo not drawn)	7	-4	-2	10	-16	1.1	-14	0	-3	0.1	41
Cc1c(Cl)cccc1-n1c(SCC(=O)NCc2cccs2)nnc1-c1ccncc1	27	-10	22	-2	-4	0.0	0	2	1	-3.6	9
Cc1oc(C(=O)O)cc1CSCc1cc(C(=O)O)c(C)o1	-23	-15	11	8	5	-0.1	-18	-1	11	2.6	-48
Cc1ccc(S(=O)(=O)N2[C@@H](c3ccccc3F)C(C(=O)O)=CC[C@H]2c2ccc(Cl)cc2)cc1	17	1	15	-1	5	-0.5	11	-1	-5	-1.9	2
Cc1c(-c2ccn[nH]2)cc(NC(=O)c2ccc(Cl)cc2)c(=O)n1N	-8	-12	5	2	2	-0.4	1	-2	6	0.3	2
CN1CCN(/N=C/c2ccc(-c3ccc([N+](=O)[O-])cc3Cl)o2)CC1	-52	-12	-62	-12	-28	-0.1	-30	-1	3	1.7	11
O=C(NCCOC(=O)c1ccc(C(=O)OCCNC(=O)c2cccnc2)s1)c1cccnc1	14	-14	1	-10	0	0.0	-12	0	-34	-1.5	-5
COc1cc(OC)c(NC(=O)CC2SC(N)=NC2=O)cc1Cl (stereo not drawn)	12	-8	-1	12	.	-0.1	-6	.	-27	0.8	-16
CCc1nnc(NC(=O)CSc2nnc(C)c(=O)n2N)s1	-7	4	2	6	8	-0.3	-6	0	1	-0.4	-26
Cc1ccnc(NS(=O)(=O)c2ccc(N3C(=O)Nc4ccccc4N3O)cc2)c1	17	4	14	-2	-6	0.2	1	1	-5	-0.8	0
CCc1ccc(NC(=O)Cn2c3[n+](c4c(F)c(F)ccc42)CCCCC3)cc1	5	-13	0	-8	20	0.2	-6	4	16	0.3	-5
